High-throughput results deposited in PubChem BioAssay by Small Molecule Screening Facility, UW Madison.
SSB-PriA inh: K. pneumoniae PriA-SSBct interaction inhibition; AlphaScreen SSBct-PriA binding, biotinylated peptide; inhibition, % at 33 µM; 430,000 compounds, 0.6% hits; AID 1272365; in the data active = inhibition mostly above about 37%, no sharp cut-off; inactive = mostly below about 20%;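 note: plate controls were negative control peptide for no effect and reference peptide for full effect; strong numbers were not always called active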
An asterisk follows results filed as active; i = inactive; & = joins results of further samples. These rows are one share of the data; count on the stated rates, not on these rows.

SMILES	SSB-PriA inh
ON=C(c1ccc(Cl)cc1)c1cc2ccccc2o1	-1
CCCC(=O)Nc1ccc(C(=O)NCCNC(=O)c2ccccc2OC)cc1	-15&-13
O=C(NCC1CCCN(c2nccs2)C1)c1ccno1 (stereo not drawn)	1
CCn1nccc1C(=O)Nc1ccc(F)cc1	1
COc1cc(C=NNC(=O)COc2c(C)cc([N+](=O)[O-])cc2C)ccc1OC(=O)c1ccccc1Br	16
O=C(Cc1csc(NC(=O)c2ccc(=O)[nH]c2)n1)NCCc1c[nH]c2ccccc12	14
Cc1ccccc1NC(=O)Cn1nc2ccc(SC3CCCCC3)nn2c1=O	-9
O=C(CSc1n[nH]c(-c2ccccn2)n1)Nc1cccc(Cl)c1Cl	38
Cc1ccc2nc(C)c(C(=O)NN=Cc3ccco3)cc2c1	-17
CCOc1ccc(C=NNC(=O)C(OC)c2ccccc2)cc1 (stereo not drawn)	2
CSc1ncccc1C(=O)NCCC(O)c1cccs1 (stereo not drawn)	-14
CC1=CC(=Nc2c(C)n(C)n(-c3ccccc3)c2=O)c2ccccc2C1=O	5
Cc1cccc(C(=O)Oc2c(Br)cc(Br)cc2C=NNC(=O)c2ccncc2)c1	-3
COc1ccc2c(c1)CCC[C@@]2(O)CNC(=O)Nc1ccccc1F	2
CCCC12CN3CCN(CC(C3)C1=NNC(=O)Nc1ccccc1)C2	-12
Cn1nccc1C(=O)Nc1nc(-c2ccccn2)cs1	97*
Cc1cc(-c2nc3cccnc3s2)ccc1NC(=O)c1ccc2ccccc2n1	3
O=C(Nc1ccccc1C(F)(F)F)N1CCN(c2nc3ccccc3n2Cc2ccccc2)CC1	2
O=C(c1ccoc1)N1CCC(CNS(=O)(=O)Cc2ccccc2Cl)CC1	-5
c1nc(N2CCCCCC2)c2ccsc2n1	-22
CC(=NNc1nccnc1Cl)c1ccc(Br)cc1	-12
CS(=O)(=O)N1CCCCC1C(=O)Nc1nnc(C2CCCCC2)o1 (stereo not drawn)	1
O=C(c1ccco1)N1N=C(c2ccc3c(c2)OCO3)C[C@H]1c1ccco1	-20
CCOc1ccccc1-c1cc(C(=O)NN=Cc2ccc3c(c2)OCO3)c2ccccc2n1	-14
O=C(CSc1cccc2cccnc12)NN=Cc1ccncc1	4

Continuation.
SMILES	SSB-PriA inh
Cc1[nH]c2ccccc2c1C=NNC(=O)c1cccc(S(=O)(=O)Nc2cccc(C(F)(F)F)c2)c1	2
COC(=O)c1ccc(NC(=O)C(=O)NC[C@H](C)O)cc1	-3
O=C(Nc1nc(-c2ccc3c(c2)OCCO3)cs1)c1ccc(Cl)s1	-5
CC1=NN(c2cc(Cl)ccc2Cl)C(=O)C1	0
O=C(c1cncc(Br)c1)N1CCC[C@H](Cc2nc(-c3ccsc3)no2)C1	-7
Cc1ccccc1-c1noc(C[C@H]2CCCN(S(=O)(=O)c3ccc4c(c3)CCO4)C2)n1	-5
Cc1csc(C(=O)Nc2cnoc2)c1	9
O=C(O)CCNS(=O)(=O)c1ccc2c(c1)C(=O)c1cc(S(=O)(=O)NCCC(=O)O)ccc1-2	-19
Cn1cc(C(=O)NC[C@](C)(O)c2ccc(-c3ccccc3)cc2)nn1	-9
O=C(Nc1nc(C(=O)Nc2nc(-c3cccnc3)cs2)co1)c1ccccc1	-3
Cc1nc(-n2nc(-c3cccs3)cc2N)[nH]c(=O)c1C	23
O=C1CCc2cc(NC(=O)c3cc(Cl)ccc3Cl)ccc2N1	11
N#CCCn1cc(C=NO)c(-c2ccc(-c3ccccc3)cc2)n1	0
O=[N+]([O-])c1ccc(/C=N/Nc2ccccc2)o1	i
Cc1ccc(SCC(=O)Nc2nnc(-c3ccc(F)cc3)o2)cc1	1
CCOc1ccc(C(=O)Nc2ccccc2-c2csc(C)n2)nn1	-24
CON=C(CS(=O)Cc1ccc(Cl)cc1)c1ccc(Cl)cc1 (stereo not drawn)	-13
C=CCN1C(=O)C(C)(C)COc2ccc(N)cc21	19
CCOc1cccc2cc(C(=O)N3CCN(c4ccccc4)CC3)oc12	27
O=C(Nc1cnc(-n2cccn2)nc1)c1ccccn1	-15
C=C(C)C1CC=C(C)C(=NNC(=O)CNc2ccc(C)cc2C)C1 (stereo not drawn)	-15
O=C(NCc1ccco1)C(=O)NCC1CCCN1S(=O)(=O)c1cccs1 (stereo not drawn)	-14
Cc1ccc(C=NNc2ccnc3cc(Cl)ccc23)c(C)c1	3
CC(C)(C=NO)/[N+]([O-])=C/c1ccccc1C(F)(F)F	-1
O=S(=O)(C1CC1)N1CCN(CC(O)c2cccs2)CC1 (stereo not drawn)	2

Reprinted at random: 5 entries already listed.
SMILES	SSB-PriA inh
O=S(=O)(C1CC1)N1CCN(CC(O)c2cccs2)CC1 (stereo not drawn)	2
N#CCCn1cc(C=NO)c(-c2ccc(-c3ccccc3)cc2)n1	0
C=C(C)C1CC=C(C)C(=NNC(=O)CNc2ccc(C)cc2C)C1 (stereo not drawn)	-15
O=C(Nc1nc(C(=O)Nc2nc(-c3cccnc3)cs2)co1)c1ccccc1	-3
Cc1ccc(C=NNc2ccnc3cc(Cl)ccc23)c(C)c1	3

A few values from the list.
Cc1ccc(C=NNc2ccnc3cc(Cl)ccc23)c(C)c1 – SSB-PriA inh = 3
Cc1nc(-n2nc(-c3cccs3)cc2N)[nH]c(=O)c1C – SSB-PriA inh = 23
O=C(Nc1nc(-c2ccc3c(c2)OCCO3)cs1)c1ccc(Cl)s1 – SSB-PriA inh = -5
N#CCCn1cc(C=NO)c(-c2ccc(-c3ccccc3)cc2)n1 – SSB-PriA inh = 0
Cc1csc(C(=O)Nc2cnoc2)c1 – SSB-PriA inh = 9

Further entries follow:
SMILES	SSB-PriA inh
Cc1ccc(C(N)=NOC(=O)Cc2ccccc2)cc1	-120
Cc1c(CNC(=O)CSC2CCCC2)sc2nc(-c3ccc(F)cc3)cn12	-8
Cc1cc2cc(CNC(=O)c3cc(Br)ccc3Cl)ccc2[nH]1	21
COc1ccc(OC)c2sc(N(CCCN(C)C)C(=O)c3cc(Cl)sc3Cl)nc12	11&21
COc1ccc(N2C=C(C(=O)c3ccc(OC)c(OC)c3)S(=O)(=O)c3ccccc32)cc1	4
CN(C)[C@@H](CNC(=O)C1(c2ccc(Cl)cc2)CCCC1)c1ccsc1	-4
NC1=NC(=O)/C(=C/c2ccc(Cl)cc2)S1	-14
CCN1C(=O)CSC1=Nc1nccs1	-4
O=C(Cc1cccs1)Nc1ccc2c(c1)CN(C(=O)C1CC1)CC2	-13&7
CC(C)n1ccc(-c2nnc(NC(=O)c3ccc(N4C(=O)CCC4=O)cc3)o2)n1	-14
O=C1CCSC[C@@H](C(=O)NCCc2ccncc2)N1	0
c1ccc(OCc2nnc(SCc3cccnc3)o2)cc1	-23
O=c1c(N2CCN(c3ccccc3Cl)CC2)csc2ccc(Br)cc12	6
Cc1cc(C)c2sc(N3CCN(C(=O)C4CCN(S(=O)(=O)c5cccs5)CC4)CC3)nc2c1	2
COc1ccc(-c2nc(CCNC(=O)CCCn3nc(-c4cccs4)ccc3=O)cs2)cc1	-3
CC1Cc2cc(-c3nn(-c4ccccc4)cc3/C=C3\SC(=S)NC3=O)ccc2O1 (stereo not drawn)	9
O=C(c1ccc([N+](=O)[O-])s1)N(CCCN1CCOCC1)c1nc2c(F)cccc2s1	14
O=C(NCc1ccsc1)c1ccc(Cl)c(Cl)c1	-13
CC(O)CN1CCN(C(=O)NCc2cccs2)CC1 (stereo not drawn)	-10
CCOc1ccc(-n2c(SCc3nc(-c4ccc(F)cc4)no3)nc3ccsc3c2=O)cc1	-18
COc1ccc(NC(=O)c2ccc(N3CCCCS3(=O)=O)cc2)cc1Cl	-10
N#CC(=NNc1ccccc1F)C(=N)N1CCOCC1	-8
CC(Sc1ccc(Cl)cc1)C(=O)Nc1nnc(C(C)C)s1 (stereo not drawn)	-5
CCC(C)(O)c1cc2ccccc2c(=O)o1 (stereo not drawn)	-6
CCC(=O)Nc1ccc(S(=O)(=O)NCC2CCN(C(=O)c3ccoc3)CC2)c(C)c1	0

(more compounds)
SMILES	SSB-PriA inh
O=C(Oc1ccc2ccccc2c1)c1ccc([N+](=O)[O-])cc1Cl	25
CCN1C(=O)c2cc(NC(=O)Cc3ccc(OC)c(OC)c3)ccc2Oc2ccccc21	19
CCN1C(=O)c2cc(NS(=O)(=O)Cc3ccc(F)cc3)ccc2Oc2ccccc21	-5
COc1ccccc1OCC#CCNC(=O)Cn1cnc2ccccc21	-16
CC[C@@H](C(=O)NCC1(Sc2ccccc2)CCOCC1)c1ccccc1	-11
NC(=O)c1cc(-c2ccccc2)sc1NC(=O)C1COc2ccccc2O1 (stereo not drawn)	3
CC(=O)c1ccc(N2CCN(C(=O)C3CN(C(=O)c4c[nH]c5ccccc45)C3)CC2)cc1	1
COc1ccc(Cl)cc1NC(=O)CSc1c(C)cnc2c1c(=O)n(C)c(=O)n2C	-16
CNC(=O)CS(=O)(=O)C1CCN(C(=O)c2ccc(-n3cccc3)cc2)CC1	-17
COc1ccccc1NC(=O)CSc1nnc(-c2ccc(C)cc2)n1Cc1ccco1	47
CCc1ccc(S(=O)(=O)c2cnc(SCC(=O)Nc3ccc(C)c(Cl)c3)[nH]c2=O)cc1	-9
O=C(NCc1ccco1)C(=O)NCC1OCCN1S(=O)(=O)c1cccs1 (stereo not drawn)	-6
CCc1cc(=O)n(CC(=O)Nc2cc(Cl)cc(Cl)c2)c(C)n1	-14
Cc1nn(C2CCS(=O)(=O)C2)c(C)c1N1CCN(C(=O)c2cc(-c3cccs3)[nH]n2)CC1 (stereo not drawn)	2
O=C(NCc1ccc([C@@H](O)c2ccco2)s1)c1ccccc1Cl	-5
O=C(NN=Cc1ccccc1Br)c1ccc(CSc2cccc3cccnc23)cc1	24
COc1cccc2cc(C(=O)NCc3sc(-c4ccccc4Cl)nc3C)oc12	-3
CCC(C)(C)c1ccc(OCCCC(=O)N2CCN(Cc3ccccc3)CC2)c(C(C)(C)CC)c1	-15&-10
O=C(Nc1ccc(N=Nc2ccccc2)cc1)c1ccc(F)cc1	12
O=C(CCc1ccccc1Br)Nc1ccc(CC(=O)N2CCOCC2)cc1	-5
O=C(NCc1nnc(SCc2c(F)cccc2Cl)o1)c1cccc(C(F)(F)F)c1	7
Cc1cc(C)c(NC(=O)CSc2nc3c(-c4ccccc4)c[nH]c3c(=O)n2C)c(C)c1	-15
O=C(Cc1ccc(F)cc1)NCc1ccsc1	4
CCn1c(=NC(=O)C2CCCN2S(=O)(=O)c2cccs2)sc2c3ccccc3ccc21 (stereo not drawn)	-2
O=C(c1ccccc1C(F)(F)F)N1CCN(c2ccc3nnc(C4CC4)n3n2)CC1	-13

Next compounds.
SMILES	SSB-PriA inh
Cc1ccc(NC(N)=Nc2nc3c(c(=O)[nH]2)CCCC3)c(C)c1	-10
CCOc1ccc(C=NNC(=O)c2ccc(O)cc2)cc1CN1CC2CC(C1)c1cccc(=O)n1C2 (stereo not drawn)	12
Cn1cnc(S(=O)(=O)NC2CCC(Oc3ncc(F)cn3)CC2)c1 (stereo not drawn)	-8
COc1cccc2cc(C(=O)Nc3nnc(-c4ccno4)o3)oc12	-8
COc1cc(C=c2sc(=C(C#N)C(=O)N3CCCC3)n(-c3ccccc3)c2=O)ccc1O	-4
O=C(c1cc(C2CC2)on1)N1Cc2cnc(N3CCOCC3)nc2C1	-1
Cc1cccc(C)c1-n1c(C)cc(C=NNC(=O)c2ccncc2)c1C	22
C#CC1(OCC(O)CN2CCN(c3ccccc3)CC2)CCCCC1 (stereo not drawn)	2
COC(=O)C1CCN(C(=O)Cc2csc(Nc3ccc(F)cc3)n2)CC1	-4
CN(C)S(=O)(=O)c1cccc(NC(=S)NN=Cc2ccc(O)c(O)c2O)c1	102*
CCc1ccc(N2CC(C(=O)NN=Cc3ccccc3OC)CC2=O)cc1 (stereo not drawn)	2
COC(=O)c1ccc2c(=O)n(Cc3ccc(Cl)cc3)c(SCC(=O)C(C)(C)C)nc2c1	5
O=C(Cn1c(=O)oc2ccccc21)N(CCCN1CCOCC1)c1nc2c(Cl)cccc2s1	6
CC1(C)C(=O)NCCN1C(=O)c1ccc(Cc2ccccc2)cc1	6
CCc1ccc2nc(N3CCNCC3)sc2c1	4&4
CCc1c(C#N)c(SCC(=O)Nc2cccc(C)c2)nc2c1C(=O)CC(C)(C)C2	-14
O=C(NCCc1csc(-n2cccn2)n1)NC(c1ccccc1)c1ccccc1	0
Cc1ccc(Nc2nc(-c3ccccn3)cs2)cc1	109*
Cc1nc(-c2ccccc2Cl)sc1CNC(=O)Nc1cccs1	-7
Cc1cc2cc(CNC(=O)c3cccc4ccccc34)ccc2n1C	27
CCCn1cc(C(=O)Nc2ccc(Br)cc2C)c2nn(-c3ccccc3)c(=O)c-2c1	14
CC(C)(C)C(=O)Nc1ccc(C(=O)NN=Cc2ccccc2OC(=O)c2ccccc2)cc1	-4
CC(C)Cc1nc(C#N)c(N/N=C\c2c[nH]c3ccc(Br)cc23)o1	-4
COc1cccc(NC(=O)N2CCC(Oc3ncccc3C#N)CC2)c1OC	-1
COc1ccccc1C(=O)NCCn1cc(SCC(=O)NCc2ccc(F)cc2)c2ccccc21	-1

Copied from the results shown (6 entries):
SMILES	SSB-PriA inh
Cc1cc2cc(CNC(=O)c3cccc4ccccc34)ccc2n1C	27
CCCn1cc(C(=O)Nc2ccc(Br)cc2C)c2nn(-c3ccccc3)c(=O)c-2c1	14
CC(C)(C)C(=O)Nc1ccc(C(=O)NN=Cc2ccccc2OC(=O)c2ccccc2)cc1	-4
CC(C)Cc1nc(C#N)c(N/N=C\c2c[nH]c3ccc(Br)cc23)o1	-4
COc1cccc(NC(=O)N2CCC(Oc3ncccc3C#N)CC2)c1OC	-1
COc1ccccc1C(=O)NCCn1cc(SCC(=O)NCc2ccc(F)cc2)c2ccccc21	-1
